# Assay outcomes from PubChem BioAssay.
# EWS-Fli block: blocks EWS/Fli oncoprotein-driven transcription; 350,000 tested, 0.67% active; inhibition, % at 12.6 µM; A673 NR0B1-luciferase reporter, viability-normalised; AID 651661;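 active = mean inhibition of at least 50% after viability correction, with every replicate also passing that limit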;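 also: firefly luciferase signal divided by Alamar Blue viability fluorescence both relative to DMSO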
# FN deposition inh: fibronectin deposition inhibition; AH1F fibroblasts, Alexa488-fibronectin deposition fluorescence, overnight; inhibition, % at 12.6 µM; 350,000 tested, 0.086% active;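 active = mean inhibition across replicates of 30% or more, regardless of how many single replicates reach that level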;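 also: positive control wells lacked labelled fibronectin entirely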
#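 Assay system: AH1F fibroblast monolayer, labelled fibronectin deposition. Amount: 10000 cells per well. Also added: labelled fibronectin 24 nM. Compound: single-point pinned compound. Incubation: cell attachment 1 h, compound and FN exposure overnight. Detection: fluorescence after three HBSS washes, excitation 485 nm, emission 525 nm. Read-out: inhibition of fibronectin deposition signal.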
# PGC1a acetyl inh: PGC1a acetylation modulation, inhibitor mode; U2OS PGC1a acetylation, AlphaScreen anti-acetyl-lysine; with virally co-expressed GCN5 acetyltransferase; inhibition, % at 15.6 µM; 350,000 tested, 0.17% active; AID 651687;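 active = every replicate shows inhibition of at least 40%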;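 also: 0% = neutral control wells and 100% = positive control wells; some results beyond the cut were filed as inactive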
# ERAP1 inh: ERAP1 (human) enzyme inhibition; inhibition, % at 10.7 µM; Q9NZ08; 340,000 tested, 0.15% active; recombinant ERAP1, Leu-AMC fluorescence, 60 min;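 active = mean replicate inhibition of at least 30%, or all replicates individually reaching that 30% level; inactive = mean below 30% and not every replicate reaching it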;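 also: 0% = neutral control wells and 100% = L-leucinethiol positive control wells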
# Target sequence (Q9NZ08 whole entry, looked up): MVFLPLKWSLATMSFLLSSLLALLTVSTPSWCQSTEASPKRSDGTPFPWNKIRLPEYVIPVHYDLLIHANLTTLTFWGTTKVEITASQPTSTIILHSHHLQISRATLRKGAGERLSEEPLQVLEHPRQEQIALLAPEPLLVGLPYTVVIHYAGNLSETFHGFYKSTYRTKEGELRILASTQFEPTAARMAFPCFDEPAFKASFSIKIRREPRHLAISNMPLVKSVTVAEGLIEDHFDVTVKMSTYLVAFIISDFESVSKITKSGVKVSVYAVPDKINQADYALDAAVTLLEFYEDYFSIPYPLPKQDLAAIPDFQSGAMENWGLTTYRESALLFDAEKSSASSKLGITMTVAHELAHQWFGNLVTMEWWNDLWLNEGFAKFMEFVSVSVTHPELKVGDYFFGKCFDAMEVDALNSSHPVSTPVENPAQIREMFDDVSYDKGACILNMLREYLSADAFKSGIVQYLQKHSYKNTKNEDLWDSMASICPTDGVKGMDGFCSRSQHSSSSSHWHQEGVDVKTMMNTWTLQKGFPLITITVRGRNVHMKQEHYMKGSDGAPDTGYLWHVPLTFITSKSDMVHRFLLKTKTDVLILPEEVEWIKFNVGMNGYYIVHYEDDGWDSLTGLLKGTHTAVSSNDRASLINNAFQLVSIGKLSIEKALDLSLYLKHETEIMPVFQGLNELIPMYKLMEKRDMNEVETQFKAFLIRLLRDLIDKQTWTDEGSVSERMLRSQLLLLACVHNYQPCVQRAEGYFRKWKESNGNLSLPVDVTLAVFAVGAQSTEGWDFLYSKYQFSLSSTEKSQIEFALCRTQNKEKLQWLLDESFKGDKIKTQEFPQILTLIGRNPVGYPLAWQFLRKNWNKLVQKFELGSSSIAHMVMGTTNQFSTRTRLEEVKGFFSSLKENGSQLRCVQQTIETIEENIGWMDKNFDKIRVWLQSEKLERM
# S100A4 inh HTS: inhibitors of human S100A4 binding to myosin IIA peptide; S100A4/TAMRA-MyoIIA peptide fluorescence polarization; inhibition, % at 10.7 µM; 360,000 tested, 0.14% active; AID 652163;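 active = mean inhibition of at least 70% across replicates, with every replicate also reaching that level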
# Target sequence (P26447 whole entry, looked up): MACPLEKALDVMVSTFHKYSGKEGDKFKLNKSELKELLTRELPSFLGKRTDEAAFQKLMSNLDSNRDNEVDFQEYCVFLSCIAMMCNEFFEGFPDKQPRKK
#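 Test system: S100A4 monomer protein; Medium: HEPES pH 7.2 with CaCl2, KCl, NaCl, DTT, Triton; Probe or stimulus: TAMRA-labelled myosin IIA heavy-chain peptide probe, 5 nM; Doses: one dose per compound; Times: polarization read 5 min after assay mix addition, stable 5–60 min; Benchmarks: neutral control DMSO, positive control TFP.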
# LGR2 antag: inhibitors of bursicon-induced Drosophila LGR2 receptor cAMP signaling | HEK293 LGR2, CRE-luciferase, bursicon-stimulated, 4 h | inhibition, % at 9.99 µM | 380,000 tested, 0.35% active | AID 720647;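 active = drop in luminescence signal, shown as inhibition above about 50% in the replicate tests, limit read from the data, passing the limit was not always enough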;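 also: agonist challenge used bursicon conditioned medium at about half maximal strength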
# PAX8 reporter: lowers PAX8-driven luciferase in RMG-I cells | RMG-I TPO-luciferase reporter, SteadyGlo, 24 h | 360,000 tested, 1.2% active | AID 652154 | inhibition, % at 12.6 µM;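 active = mean replicate inhibition at least 60% with every replicate also reaching 60%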;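 also: luciferase light reporting Pax8 driven TPO promoter activity; plate controls were median of neutral control wells for no effect and mitoxantrone controls for full effect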
# PglD inh: inhibitors of Campylobacter jejuni PglD acetyltransferase | purified PglD enzyme, DTNB colorimetric CoA detection | inhibition, % at 12.5 µM | 360,000 tested, 0.098% active | AID 602405; in the data active = inhibition above about 16%, passing the limit was not always enough; also: strong numbers were not always called active
# * marks the source's active call; other numbers are inactive results; / = not tested or not shown; & = joins results of further samples.
SMILES,EWS-Fli block,FN deposition inh,PGC1a acetyl inh,ERAP1 inh,S100A4 inh HTS,LGR2 antag,PAX8 reporter,PglD inh
Cc1ccc(NC(=O)c2cccc(NC3=NC4CS(=O)(=O)CC4S3)c2)cc1C (stereo not given),-6,-4,12,3,-5,-16,-2,-3
Nc1nc(SCC(=O)NCc2ccccc2Cl)[nH]c(=O)c1NC(=O)c1ccccc1F,/,-1,9,/,/,12,1,6
Cc1cc(C)cc(NC(=O)Nc2ccc3c(c2)N(C)C(=O)CS3)c1,4,-1,-15,/,3,-4,10,6
OCC1OC(n2cnc3c(SCc4ccccc4)nc(NO)nc32)C(O)C1O (stereo not given),-1,7,/,14,-3,-19,-6,-3
COc1ccccc1CNc1ccc2c(c1)OC[C@H](CC(C)C)NS2(=O)=O,7,12,/,-7,5,2,4,/
Nc1ccc(S(=O)(=O)c2cccc(N)c2)cc1,-12,/,-9,-2,-12,7,/,3
COc1ccccc1S(=O)(=O)N[C@H]1CC[C@H](CCNC(=O)C2CCCCC2)O[C@@H]1CO,-2,1,-4,-4,23,5,-2,5
Cc1cccc(-c2noc(CCC(=O)NCc3ccco3)n2)c1,-20,/,16,2,-1,/,/,2
CN(C)C(=S)SCC(=O)Nc1ccc(Cl)cc1Cl,75*,/,/,-5,-7,-22,-17,/
COC(=O)c1cccc(S(=O)(=O)N2CCC(n3nnc4cc(F)ccc43)CC2)c1,/,-4,-3,/,/,/,22,-2
O=C(O)CCCNc1ccc(S(=O)(=O)N2CCCCC2)cc1,1,-1,/,0,6,1,5,/
CCNCc1ccc(OCc2cccs2)c(OCC)c1,-2,2,/,-2,-6,-6,-1,/
CCC(Oc1ccccc1)C(=O)NC1C(=O)N2C1SC(C)(C)C2C(=O)O (stereo not given),-9,-4,/,16,-1,5,-19,/
COCC(=O)Nc1ccc2c(c1)[C@@H]1C[C@@H](CC(=O)OC)O[C@@H](CO)[C@@H]1O2,-3,1,2,/,/,19,-3,2
CN(C)CCNC(=O)c1cccc(-c2cnc3c(NC=O)cc(-c4ccccc4F)cn23)c1,3,/,/,5,-2,25,51,-3
C[C@@H]1CCCCO[C@H](CN(C)Cc2ccc(C(F)(F)F)cc2)[C@@H](C)CN([C@@H](C)CO)C(=O)c2cc(NS(=O)(=O)c3cn(C)cn3)ccc2O1,1,/,4,5,-5,12,/,3
C[C@@H]1CN([C@H](C)CO)C(=O)c2cc(NS(C)(=O)=O)ccc2O[C@@H]1CN(C)S(=O)(=O)c1ccc(F)cc1,0,/,1,1,1,2,/,-4
Cc1ccc(N2NC(=O)/C(=C/C=C/c3ccco3)C2=O)cc1C,17,-7,/,2,-9,-2,23,/
O=C(COC(=O)c1ccc(F)c(S(=O)(=O)N2CCOCC2)c1)c1ccccc1,1,13,-10,-1,-6,3,-13,/
COc1ccc(CN(C)C[C@H]2OCCCC[C@@H](C)Oc3ccc(NC(=O)c4ccncc4)cc3C(=O)N([C@H](C)CO)C[C@H]2C)cc1,-1,-3,-6,-3,8,1,/,3
COCC(=O)N[C@@H]1c2ccccc2CC[C@@H]1OCc1ccccc1,-3,-1,/,0,0,13,2,4
CCC(=O)c1ccc(OCC(=O)OCC(=O)N2CCc3ccccc32)cc1,8,2,/,-2,-4,6,1,0
COC(=O)c1ccc(CSc2nnc(N)s2)o1,4,9,5,3,1,-27,2,/
COc1cc(C(c2c(O)cc(C)[nH]c2=O)c2c(O)cc(C)[nH]c2=O)ccc1O,10,-4,4,-2,-7,-4,2,-5
CCN(CC)P(=O)(c1ccccc1)c1c(C)nc2ccccn12 (stereo not given),-8,-6,-6,2,-1,-5,0,/
COc1ccccc1-c1cnc2c(c1)C(=O)N([C@H](C)CO)C[C@@H](C)[C@H](CN(C)Cc1cccnc1)O2,0,-1,-5,-1,-2,20,/,-4
CCC1=C(OC(=O)N(CC)CC)N2C(=O)OC(=NCCOC)[C@]2(Cc2ccccc2)[C@H]2C1=CC[C@H]1C(=O)NC(=O)[C@H]12,-2,16,-1,1,-3,2,-3,1
COc1ccc(C(=O)OCC(=O)NCCCc2ccccc2)cc1[N+](=O)[O-],0,3,-1,-4,4,-3,-10,-6
CCC(=O)N1c2ccccc2NC2=C(C(=O)CC(C)(C)C2)C1c1ccc(O)c(OC)c1 (stereo not given),2,-1,/,1,-3,-1,-2,0
COc1ccc(NC(=O)CSCC(=O)OCc2cccc(OC)c2OC)cc1,-1,-4,/,1,-4,-8,-4,/
Brc1ccc(C2=CC(c3ccco3)n3nnnc3N2)cc1 (stereo not given),-23,4,/,/,4,-9,14,/
Cc1ccc(C(C[N+](=O)[O-])c2c(C)cc3ccccn23)cc1 (stereo not given),11,-6,/,-4,4,-7,-2,/
C[C@@H]1CN([C@@H](C)CO)C(=O)c2cc(NC(=O)CCN3CCOCC3)ccc2O[C@H]1CN(C)C(=O)Nc1ccc(F)cc1,-9,-5,12,-3,0,9,-9,0
CCNC[C@@H]1[C@H](c2ccccc2)[C@H](CO)N1C(=O)Cc1ccccn1,22,-4,6,/,22,1,-14,3
Cc1nn(Cc2ccccc2Cl)c(C)c1C(=O)N(C)CC(=O)Nc1cccc(F)c1,-5,-1,3,-4,2,-7,2,0
CC(C)(C)OC(=O)N(CCc1ccccc1)Cc1ccccc1OCc1cccc(NC(=O)/C=C/c2ccccc2)c1,-10,-8,8,0,3,5,-12,1
COc1ccc(C(C)=O)cc1COC(=O)CNC(=O)c1ccc(Cl)cc1,-9,8,/,-2,4,-41,3,/
COC(C/C=C/[C@@H](O)COCc1ccccc1)OC,0,-18,5,-4,-1,13,-16,0
CCOC(=O)c1c(-c2ccco2)csc1N,/,-14,-3,/,/,/,5,-3
CCC(=O)Nc1cc(ON=C(C)C)cc([N+](=O)[O-])c1,/,4,1,/,/,11,-20,-5
CC1CC(C)CN(C(=O)COC(=O)C2CCN(S(=O)(=O)c3c(Cl)cccc3Cl)CC2)C1 (stereo not given),-3,-3,/,-3,-2,-9,3,/
C[C@H](CO)N1C[C@H](C)[C@@H](CN(C)Cc2ccc(Oc3ccccc3)cc2)Oc2c(NC(=O)Nc3cccc4ccccc34)cccc2C1=O,10,/,-22,0,-4,-1,/,-1
O=C(CCCOc1ccc(Br)cc1)Nc1ccc(S(=O)(=O)N2CCOCC2)cc1,8,9,/,-2,3,3,19,0
COc1ccc(C(=O)NCCN(C)C)c2nc3ccccc3cc12,45,-3,-1,5,5,22,-11,/
COc1ccc2c3c(n(C)c2c1)[C@H](CO)N(C(=O)Nc1ccc(F)cc1)CC31CCN(Cc2ccccn2)CC1,15,5,-20,1,-5,-17,11,/
COC(=O)C[C@H]1C[C@@H]2c3cc(NC(=O)NC4CCCCC4)ccc3O[C@@H]2[C@@H](CO)O1,0,/,-1,1,30,-12,4,1
C[C@H]1CN([C@@H](C)CO)C(=O)Cc2cc(NC(=O)Cc3cn(C)c4ccccc34)ccc2O[C@H]1CN(C)Cc1ccccc1,-7,/,/,-1,-9,16,-6,-3
COc1cccc(-c2cc(C(F)(F)F)nc(NCc3ccco3)n2)c1,/,6,3,/,/,/,-24,-6
N#Cc1c(SCC(=O)Nc2ccc(Cl)cc2Cl)sc2c(O)cc(=O)[nH]c12,-40,-14,/,2,7,-1,-16,-4
CCCN1C[C@H](C)[C@@H](OC)CN(C)C(=O)c2cc(NC(=O)NC3CCCCC3)ccc2OC[C@@H]1C,9,-7,/,-1,6,17,-5,0
Cc1ccc(Cn2c(Sc3ncccn3)nc3c2c(=O)[nH]c(=O)n3C)cc1,/,2,4,/,/,/,-3,5
COc1ccccc1C1c2[nH]c3ccccc3c2CCN1Cc1ccc(NC(C)=O)s1 (stereo not given),29,4,2,-3,-2,9,42,9
Cc1ccc2nc(SCC(=O)Nc3ccc(Cl)cc3)nc(=O)n2c1,-6,-3,/,0,5,7,-14,-2
COc1ccccc1/C=C1\CCCC2=C1Nc1nnnn1C2c1ccccc1OC (stereo not given),/,6,31,/,/,10,-2,-3
COc1ccc(S(=O)(=O)N(C)C[C@H]2Oc3c(NC(=O)Nc4ccc5c(c4)OCO5)cccc3C(=O)N([C@H](C)CO)C[C@@H]2C)cc1,-9&2,-4,4&7,2&0,-13&-4,0&-1,2,-1&1
Cc1ccc(NC(=O)c2c(C(=O)Nc3ccccc3)sc3nc(C)cc(=O)n23)cc1,-3,-26,/,4,-6,-31,-4,/
CCCNC(=O)CCn1nc(-c2ccc(C)cc2)c2ccccc2c1=O,-7,1,0,-1,-6,-31,6,-5
CCC(C)N(C(=O)COC(=O)c1cc([N+](=O)[O-])ccc1N)C1CCS(=O)(=O)C1 (stereo not given),/,/,0,2,0,-11,10,0
O=C(NNC(=O)c1ccc2ccccc2c1O)NC1CCCCC1,/,/,5,-1,0,8,-6,-1
COC(=O)c1ccccc1NS(=O)(=O)c1ccc2c3c(cccc13)C(=O)N2,/,4,10,/,/,1,/,-2

# Filtered by structure, those above containing a thiophene ring, fused or not (four)
SMILES,EWS-Fli block,FN deposition inh,PGC1a acetyl inh,ERAP1 inh,S100A4 inh HTS,LGR2 antag,PAX8 reporter,PglD inh
CCNCc1ccc(OCc2cccs2)c(OCC)c1,-2,2,/,-2,-6,-6,-1,/
CCOC(=O)c1c(-c2ccco2)csc1N,/,-14,-3,/,/,/,5,-3
N#Cc1c(SCC(=O)Nc2ccc(Cl)cc2Cl)sc2c(O)cc(=O)[nH]c12,-40,-14,/,2,7,-1,-16,-4
COc1ccccc1C1c2[nH]c3ccccc3c2CCN1Cc1ccc(NC(C)=O)s1 (stereo not given),29,4,2,-3,-2,9,42,9

# Next part
SMILES,EWS-Fli block,FN deposition inh,PGC1a acetyl inh,ERAP1 inh,S100A4 inh HTS,LGR2 antag,PAX8 reporter,PglD inh
CC1(C(=O)NS(=O)(=O)c2cccc(F)c2)CCN1C(=O)CCC1CCCC1 (stereo not given),2,/,/,-9,-2,-7,1,1
O=C(CCN1C(=O)/C(=C/c2cccs2)SC1=S)Nc1ccc(C(=O)O)cc1,5,1,-8,-4,16,6,-10,-3
CN(C)S(=O)(=O)N1CCC(Oc2ccc(C(=O)NCCc3cscn3)cc2)CC1,3,0,/,-2,1,12,17,-2
COc1cc(/C=C/C(=O)OCC(=O)Nc2nnc(-c3ccccc3)o2)cc(OC)c1OC,1,-2,-11,2,7,-1,2,-5
O=C(CCCOc1ccccc1)OCn1nnc2ccccc2c1=O,1,1,/,/,-5,7,8,/
N#C/C(=C\c1cccc([N+](=O)[O-])c1)C(=O)NCC1CCCO1 (stereo not given),4,/,/,0,-1,7,-5,/
CCCCN(C)C(=O)C(Cc1ccccc1)NS(=O)(=O)c1ccc2c(c1)CCC(=O)N2 (stereo not given),6,-4,-18,0,1,5,-9,-5
CCC(C(=O)OC)n1cnc2scc(-c3ccc(C)c(C)c3)c2c1=O (stereo not given),10,-5,3,2,1,-1,6,6
COc1ccc2c3c([nH]c2c1)[C@H](CO)N(Cc1nccs1)CC31CCN(C(=O)C2CCC2)CC1,0,/,/,-3,-8,-26,-24,/
Nc1c(Cl)ncnc1N/N=C/c1cccnc1,-17,6,/,6,-2,3,-19,/
COc1ccccc1OC(C)C(=O)Nc1ccccc1C(=O)NCC1CCCO1 (stereo not given),-1,-5,/,-1,4,8,20,13
C[C@@H]1CN([C@H](C)CO)C(=O)Cc2cc(NC(=O)C3CC3)ccc2O[C@H]1CN(C)Cc1ccc(Oc2ccccc2)cc1,6,/,4,1,-1,11,/,3
Cc1noc(NS(=O)(=O)c2ccc(NC(=O)CSc3nnc(-c4ccccc4)n3C3CCCCC3)cc2)c1C,-3,/,6,2,0,2,/,0
